Compound activity from PubChem BioAssay.
DAGLB inh = blocks human DAGLB lipase activity | HEK293T DAGLB membrane lysate, EnzChek fluorogenic substrate | inhibition, % at 5.17 µM | 340,000 compounds, 0.059% hits | AID 504411; in the data active means inhibition above about 34%;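 further: 0% = enzyme with vehicle and 100% = wells lacking enzyme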
HTR5A inv ag = inverse agonist of human HTR5A in OPRM1-OPRD1 counter-screen | inhibition, % at 9.3 µM | 340,000 compounds, 0.083% hits | HTR5A cell line, luminescence, inverse agonism; in the data active means inhibition mostly above about 23%, no sharp cut-off; inactive means mostly below about 18%;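 further: 0% = cells with DMSO and 100% = no-cell wells with DMSO; some compounds called inactive have numbers as strong as hits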
Target sequence (P47898 whole entry, looked up): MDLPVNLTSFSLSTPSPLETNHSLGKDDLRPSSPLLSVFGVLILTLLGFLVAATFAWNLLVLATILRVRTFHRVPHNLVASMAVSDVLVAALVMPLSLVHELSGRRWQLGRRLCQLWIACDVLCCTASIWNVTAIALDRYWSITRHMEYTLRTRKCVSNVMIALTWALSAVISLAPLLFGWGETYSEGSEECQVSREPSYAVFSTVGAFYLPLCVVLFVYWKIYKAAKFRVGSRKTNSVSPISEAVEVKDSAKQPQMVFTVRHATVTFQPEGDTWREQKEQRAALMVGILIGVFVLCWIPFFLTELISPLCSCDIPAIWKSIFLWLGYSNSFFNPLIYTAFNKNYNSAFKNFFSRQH
HTR5A ag = HTR5A agonism, opioid heterodimer counter-screen; HTR5A agonist assay, luminescence, cell-based; activation, % at 9.3 µM; AID 504692; 340,000 compounds, 0.61% hits; P47898; in the data active means activation mostly above about 9.5%, no sharp cut-off; inactive means mostly below about 7.6%;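 further: 0% = cells with vehicle only and 100% = reference agonist; strong numbers were not always called active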
CDK5 inh = blocks human CDK5/p35 kinase activity. 330,000 compounds, 0.01% hits. inhibition, % at 10 µM. Q00535+Q15078. Recombinant CDK5/p35, ADP-Glo luminescence, 60 min;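 active means highest replicate inhibition of at least 50% and at least 75% of replicates reaching 50%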;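 further: plate controls were DMSO neutral control for no effect and GW8510 at 10 µM for full effect; many of its hits are not listed in these tables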
Target sequence (Q00535 whole entry, looked up): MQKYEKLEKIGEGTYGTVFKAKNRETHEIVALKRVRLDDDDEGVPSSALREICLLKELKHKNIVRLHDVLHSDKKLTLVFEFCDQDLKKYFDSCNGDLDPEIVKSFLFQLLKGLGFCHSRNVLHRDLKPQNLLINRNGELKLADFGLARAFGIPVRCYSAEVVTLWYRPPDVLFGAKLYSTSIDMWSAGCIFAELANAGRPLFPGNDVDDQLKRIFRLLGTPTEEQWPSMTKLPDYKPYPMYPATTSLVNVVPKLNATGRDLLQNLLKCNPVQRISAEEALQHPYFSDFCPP
Target sequence (Q15078 whole entry, looked up): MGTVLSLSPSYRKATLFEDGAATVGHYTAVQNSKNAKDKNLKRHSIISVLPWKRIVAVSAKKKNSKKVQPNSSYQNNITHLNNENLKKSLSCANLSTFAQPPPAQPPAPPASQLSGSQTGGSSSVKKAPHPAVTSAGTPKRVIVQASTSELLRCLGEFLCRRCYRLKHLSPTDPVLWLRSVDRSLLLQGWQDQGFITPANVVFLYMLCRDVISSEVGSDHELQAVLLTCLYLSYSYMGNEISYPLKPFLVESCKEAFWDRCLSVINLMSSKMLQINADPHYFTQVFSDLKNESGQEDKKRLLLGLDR
AddAB inh = less growth of phage-infected E. coli with AddAB; inhibition, % at 11.9 µM; E. coli expressing H. pylori AddAB, absorbance growth; AID 435030; 330,000 compounds, 0.29% hits; in the data active means inhibition above about 12%;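 further: 0% = vehicle wells of infected cells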
SUMO Mot1 rescue = SUMOylation pathway inhibition by Mot1-301 growth rescue | S. cerevisiae Mot1-301 growth rescue, ATP luminescence, 38.5C; percent above DMSO median, 100 means doubled | growth rescue, % at 18.8 µM | 320,000 compounds, 1% hits | AID 2716;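 active means every valid replicate shows activation above 250% relative to neutral control wells; inactive means the rest, any valid replicate at or below 250%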;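 further: OY570 slx delta 5 strain wells were the positive control but not used for scaling; some compounds called inactive have numbers as strong as hits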
Tat transport = inhibitors of E. coli Tat protein transport | E. coli MC4100 TorA-mCherry Tat export, fluorescence | inhibition, % at 10 µM | 340,000 compounds, 0.036% hits;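 active means mean replicate inhibition at least 50% and at least half of replicates individually reaching 50%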;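 further: exported cargo escapes ClpAP degradation while cytoplasmic cargo is degraded and loses fluorescence; 0% = median of neutral control wells and 100% = median of NaSCN control wells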
PKA-R1A act = activates the PKA-R1A holoenzyme complex; P00514+P68181; PKA-R1A dissociation, Cy5-IP20 fluorescence polarization; scaled: DMSO 0%, 113 µM cGMP 100%; activation, % at 11.4 µM; 340,000 compounds, 0.083% hits;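 active means percent activation above the mean of all tested compounds plus 3 SD, cut at about 19% in these data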;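 further: higher means more PKAc released from R1A so a rise in polarization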
phage Ecoli inh = E. coli growth loss with phage present; AID 651602; inhibition, % at 11.9 µM; 360,000 compounds, 0.26% hits; growth absorbance; in the data active means inhibition above about 11%
Ecoli viability = bacterial growth inhibition, counter-screen for AddAB inhibitors. 330,000 compounds, 0.27% hits. E. coli V3065 growth, OD600 absorbance, 18 h. inhibition, % at 11.9 µM. AID 449728;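 active means inhibition above the campaign's mean inhibition across all tested compounds plus 3 SD, cut at about 9.9% in these data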;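 further: uninfected addAB+ strain grown without phage in ampicillin broth; 0% = DMSO wells and 100% = ciprofloxacin 0.95 µg/ml wells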
PKA-R2B activ = activates the human PKA-R2B holoenzyme complex | P22694+P31323 | PKA-R2B holoenzyme dissociation, Cy5-IP20 fluorescence polarization; R2B truncated from residue 108, S112A mutant; 0% DMSO only, 100% 113 µM cGMP | activation, % at 11.4 µM | 340,000 compounds, 0.079% hits | AID 504700;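 active means activation above a cutoff set at the mean over all compounds plus 3 SD, cut at about 18% in these data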;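 further: higher means more holoenzyme dissociation and a rise in polarization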
Starred values were filed as active, the others as inactive; · = no result given.

Values in the order – DAGLB inh	HTR5A inv ag	HTR5A ag	CDK5 inh	AddAB inh	SUMO Mot1 rescue	Tat transport	PKA-R1A act	phage Ecoli inh	Ecoli viability	PKA-R2B activ
CCOc1ccc2nc(N(CCCN(C)C)C(=O)c3ccc4c(c3)CCCC4)sc2c1
  -3	-26	10	-1.2	0.0	1	14	-1	1.8	-0.7	3
COC(=O)C1=C(C)N(CCc2c[nH]c3ccc(OC)cc23)C(=O)C1
  1	-32	17*	1.3	-2.7	-3	5	1	1.5	-4.8	-6
O=C(CSc1ncn(-c2ccccc2)n1)Nc1ccc2c(c1)OCCO2
  -1	-13	3	-1.0	5.5	4	0	-6	-0.1	3.0	-1
CCN(CC)CCN(CC)Cc1ccccc1Br
  -1	14	5	1.1	0.0	1	1	5	1.9	-1.2	0
C/C(=N\NC(=O)C(=O)Nc1cc(C)ccc1C)c1ccncc1
  -3	9	10	4.3	-0.2	-4	-3	-14	2.4	-2.6	-10
COC(=O)c1c(NC(=O)c2ccn(C)n2)sc2c1CCC2
  -2	-30	2	0.8	1.2	171	1	-4	2.3	1.6	3
CC(C)(C)N1CC(C(=O)Nc2ccc(S(N)(=O)=O)cc2)CC1=O (stereo not drawn)
  -4	-1	0	0.6	3.8	3	-9	-7	0.8	-1.8	-1
C=CCNC(=O)CCCCC(=O)NCC=C
  1	5	-3	1.9	-0.2	-6	-1	-2	0.3	0.6	-12
COc1ccc(NC(=O)CN2CCN(CC(=O)Nc3ccccc3F)CC2)c(OC)c1
  -2	0	2	-2.2	4.8	58	7	-3	1.2	-2.8	1
Cc1csc(CN(C)C(=O)CC2C(=O)NCCN2Cc2ccc(F)c(F)c2)n1 (stereo not drawn)
  -1	-15	1	0.5	2.5	113	-4	6	0.9	1.4	-10
Brc1ccc(C=Nc2ccc3c(c2)OCCOCCOCCO3)s1
  -3	-33	13	-0.1	0.9	23	-4	-9	0.7	-0.7	1
Cc1ccc(-c2n[nH]c(=S)n2/N=C/C=C/c2ccccc2[N+](=O)[O-])cc1
  7	16	-5	-0.6	0.9	-3	0	10	-0.2	1.4	16
Cn1cc(C(=O)NCC(=O)Nc2ccccc2Br)cn1
  2	3	1	-2.7	-0.2	-13	-4	8	0.4	0.5	-2
CC(C)C(=O)Nc1ccc(-c2nnc(-c3ccccc3)o2)cc1
  -19	12	-3	0.2	·	-16	-13	11	-1.6	·	-2
CCOC(=O)Cn1nc2sc3ccccc3n2c(=O)c1=O
  -4	10	-2	-1.5	-1.8	5	13	4	4.1	-5.9	11

Other compounds follow:
Values in the order – DAGLB inh	HTR5A inv ag	HTR5A ag	CDK5 inh	AddAB inh	SUMO Mot1 rescue	Tat transport	PKA-R1A act	phage Ecoli inh	Ecoli viability	PKA-R2B activ
COc1cccc(NC(=S)N(CCc2c(C)[nH]c3ccc(C)cc23)Cc2cccs2)c1
  -7	-5	2	-2.4	-0.6	69	1	-4	2.7	1.9	-7
Cc1ccc(Sc2ncccc2C(=O)O)cc1C
  -1	-7	1	-0.5	3.1	-13	-22	-8	2.5	-1.0	-6
O=C1CSC(c2ccccc2)N1Cc1ccccc1 (stereo not drawn)
  2	13	-3	-0.9	1.3	-12	5	-1	3.8	-1.8	0
Cc1ccccc1CNC(=O)C1CCCN(c2cnccn2)C1 (stereo not drawn)
  2	20	1	-0.1	3.1	·	7	1	-0.6	-1.5	0
COc1ccc(S(=O)(=O)N2CCCC(C(=O)NCCCn3ccnc3)C2)cc1OC (stereo not drawn)
  0	-17	6	-6.1	-0.5	4	3	-3	0.3	-2.8	-1
CCOC(=O)c1ccc(NC(=O)CC2S/C(=N/N=C3/NC(=O)CS3)NC2=O)cc1 (stereo not drawn)
  7	12	-5	1.0	-2.7	-6	-9	0	0.6	-0.6	-9
CCOc1ccc(Nc2oc(Cc3ccccc3)nc2C#N)cc1
  0	-12	0	-0.7	4.0	·	0	-10	1.1	1.3	-3
CC(=O)N1c2ccc(S(=O)(=O)NCC3CCC(C(=O)NCc4ccco4)CC3)cc2CC1C (stereo not drawn)
  2	-4	1	-3.4	0.9	35	-10	4	3.8	-4.3	2
COc1cc2oc3ccccc3c(=O)c2cc1OC
  -1	2	4	-1.1	4.2	208	5	16	·	2.3	-1
CC(C)(C)C1CCC(C(=O)Nc2ccccc2)CC1 (stereo not drawn)
  -8	-39	1	0.8	1.0	20	4	-1	4.6	-2.9	14
O=C(N/N=C/c1cccc([N+](=O)[O-])c1)c1cccs1
  0	9	3	1.1	0.5	4	-8	-15	9.2	-1.9	-3
N#Cc1c(-c2ccc(Cl)cc2)cc(-c2ccccc2)nc1SCC(=O)O
  8	-6	1	0.0	1.3	-1	10	0	2.0	0.2	5
N#C/C(=C\c1ccc(N2CCOCC2)o1)c1nc2ccccc2[nH]1
  -45	0	0	0.5	1.9	-8	-22	7	-1.7	-2.2	2
COc1cc(OC)cc(C(=O)NNC(=O)c2cc3ccccc3cc2O)c1
  12	-10	3	1.5	·	3	2	-8	0.9	·	-9
CCc1nc2oc3ccc(C)cc3c(=O)c2cc1C(=O)OC
  -1	6	-2	-0.7	·	-3	3	-2	1.8	·	2

Next section.
Values in the order – DAGLB inh	HTR5A inv ag	HTR5A ag	CDK5 inh	AddAB inh	SUMO Mot1 rescue	Tat transport	PKA-R1A act	phage Ecoli inh	Ecoli viability	PKA-R2B activ
COc1ccc(S(=O)(=O)N(C)C[C@H]2Oc3ccc(NS(=O)(=O)c4ccccc4)cc3C(=O)N([C@H](C)CO)C[C@@H]2C)cc1
  -3	10	-3	4.4	0.7	10	-7	4	2.0	-2.3	1
CCCCN(CC)CCNC(=O)c1cc2c(=O)[nH]c3ccccc3c2s1
  -2	-8	2	1.3	-0.6	-6	-4	-3	-2.1	-1.6	9
CCOC(=O)NN1C(=O)c2ccccc2NC1c1ccc(OC)cc1 (stereo not drawn)
  -2	-3	-2	0.9	1.7	-11	-5	-3	-2.1	-4.3	-9
COc1cc(/C=N/O)ccc1Oc1ccc([N+](=O)[O-])cc1[N+](=O)[O-]
  0	-16	6	1.6	5.0	8	0	-3	1.6	0.3	0
COc1ccc(C2C(C(N)=O)=C(C)Nc3nc(CCCO)nn32)cc1OC (stereo not drawn)
  2	4	-1	0.4	1.1	171	-4	5	·	0.0	-1
CC1=C(C(=O)N2CCOCC2)C(c2cccs2)NC(=O)N1 (stereo not drawn)
  -4	-5	1	-1.3	0.3	205	5	-11	2.2	-2.2	-6
Cc1ccccc1NC(=O)c1ccc(NC(=O)c2ccco2)cc1
  1	6	2	0.8	1.8	-13	8	3	1.6	0.8	-4
CCCNC(=O)c1ccc(COc2ccc(C)cc2)o1
  -1	-2	1	0.4	0.5	12	3	-8	3.4	1.5	-6
CC(CN1CCCCC1)OC(=O)c1ccco1 (stereo not drawn)
  2	0	0	0.2	0.2	-3	-8	2	1.5	-0.1	-5
O=C(NCc1cccnc1)C(=O)c1c[nH]c2ccccc12
  1	-8	3	-0.6	-1.4	-2	-8	1	2.7	1.8	5
COc1ccc(S(=O)(=O)NC(C)C(=O)NCc2ccncc2)cc1C (stereo not drawn)
  2	-19	7	0.9	2.3	58	-3	2	1.9	0.4	8
Fc1ccc(N=C2NN=C(c3cc(F)ccc3F)CS2)cc1
  -15	-29	6	0.4	3.1	-20	3	-5	5.6	0.7	-10
COc1c(F)c(F)c(C(=O)O)c(Nc2ccccc2C)c1F
  2	-25	2	-2.2	1.1	-31	-6	-2	0.4	1.0	0
COC(=O)c1sc(SC)c(-c2ccon2)c1C
  -6	3	1	1.5	1.5	-17	2	-10	-0.2	-0.2	2
S=c1[nH]nc(-c2ccco2)n1/N=C/c1cccc(Cl)c1
  2	7	-1	0.0	1.3	-14	1	11	-0.2	0.6	15

Later entries
Values in the order – DAGLB inh	HTR5A inv ag	HTR5A ag	CDK5 inh	AddAB inh	SUMO Mot1 rescue	Tat transport	PKA-R1A act	phage Ecoli inh	Ecoli viability	PKA-R2B activ
O=C(NCc1cccs1)C1CCCN(S(=O)(=O)c2ccc(Br)s2)C1 (stereo not drawn)
  -3	-5	3	1.7	3.8	-6	-7	-2	3.7	-0.9	4
O=C(NNc1ccccc1[N+](=O)[O-])Nc1ccc(F)cc1
  -1	-6	-1	1.2	-0.5	·	-4	5	2.6	-1.2	-3
CC(=O)Nc1c(O)c2ccccc2[nH]c1=O
  1	-4	4	-8.3	4.2	-1	-7	14	2.6	0.6	-6
CC(/C=C/c1ccco1)=N/NC(=O)c1ccccc1Cl
  1	-12	6	0.7	3.1	-5	-3	-5	2.3	1.0	-15
Cc1cc(/C=N/NC(=O)CC2(C)OCCO2)c(C)n1-c1ccc(Cl)c(Cl)c1
  4	9	-4	0.9	3.7	4	6	-5	0.9	-1.9	0
CC(C)c1ccc(NC(=O)COC(=O)CC2CCCC2)cc1
  -8	-5	2	-1.4	-0.2	17	2	-2	3.5	0.2	-7
N#Cc1ccc(N/N=C/c2cn(-c3ccccc3)nc2-c2ccccc2)c([N+](=O)[O-])c1
  -2	-3	1	-0.5	4.5	-14	5	0	2.4	2.4	3
Fc1ccc(-c2csc(-c3ccncc3)n2)cc1
  -1	0	0	2.6	2.6	284	-5	-2	1.2	0.5	-1
COc1cccc(C2CCCCN(C)C2=O)c1 (stereo not drawn)
  -4	8	-4	-8.9	-1.8	46	-12	-4	3.5	-1.1	1
CCOC(=O)Cn1c(=O)oc2cc(S(=O)(=O)Nc3c(C)cc(C)cc3C)ccc21
  -3	-5	2	-0.8	2.6	7	-4	1	2.5	1.5	7
